Keap1 Nrf2 FP: disrupts human Keap1 binding to Nrf2 peptide; Q14145; Keap1 Kelch-Nrf2 peptide fluorescence polarization, 1536-well; inhibition, % at 9.4 µM; actives 0.15% (n = 340,000); AID 504523; in the data active means inhibition above about 12%; inconclusive means no clear call, values can overlap the other calls; inactive means below about 7.3%;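 further: human Keap1 Kelch domain with fluorescein labeled Nrf2 9mer peptide probe; 0% = neutral control wells and 100% = peptide positive control; higher means more block of Keap1 binding to Nrf2 peptide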
Target sequence (Q14145 whole entry, looked up, the tested form may be a part): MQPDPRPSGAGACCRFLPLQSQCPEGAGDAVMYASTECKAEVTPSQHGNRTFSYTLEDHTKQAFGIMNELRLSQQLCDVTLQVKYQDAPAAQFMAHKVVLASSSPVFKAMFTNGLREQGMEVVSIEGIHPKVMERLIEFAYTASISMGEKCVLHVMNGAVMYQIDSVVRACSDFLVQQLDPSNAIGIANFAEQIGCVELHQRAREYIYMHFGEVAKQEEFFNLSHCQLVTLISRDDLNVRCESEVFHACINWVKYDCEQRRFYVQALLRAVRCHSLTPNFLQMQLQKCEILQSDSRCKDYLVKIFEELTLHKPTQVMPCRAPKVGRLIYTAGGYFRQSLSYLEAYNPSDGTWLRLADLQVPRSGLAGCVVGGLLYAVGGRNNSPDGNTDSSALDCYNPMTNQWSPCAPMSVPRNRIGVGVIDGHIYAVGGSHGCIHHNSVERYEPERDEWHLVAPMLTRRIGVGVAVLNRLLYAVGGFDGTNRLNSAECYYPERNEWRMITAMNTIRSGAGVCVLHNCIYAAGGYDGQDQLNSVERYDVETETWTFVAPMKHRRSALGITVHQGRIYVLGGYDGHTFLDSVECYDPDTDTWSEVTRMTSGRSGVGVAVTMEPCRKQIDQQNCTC
Cardiac RTF inh: cardiac RTF calcium desensitization. IANBD-labeled cardiac RTF, Ca2+ fluorescence. AID 493244. actives 0.12% (n = 340,000). inhibition, % at 7.15 µM;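 active means inhibition above the mean inhibition of all tested compounds plus 3 SD, cut at about 17% in these data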;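 further: assay run at fixed EC70 calcium of 1.6 mM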
cardiac RTF act: cardiac RTF calcium sensitization | activation, % at 7.2 µM | P19429+P45379 | IANBD-labeled TnC RTF fluorescence at EC20 calcium; 0% EC20 calcium, 100% full calcium | AID 493008 | actives 0.24% (n = 340,000);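 active means activation above the mean over all tested compounds plus 3 SD, cut at about 30% in these data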;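 further: rise in fluorescence read as greater calcium sensitivity of cardiac thin filaments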
V-ATPase pHluor: yeast V-ATPase proton transport regulation by pHLuorin; response, % at 10 µM; actives 0.37% (n = 350,000); AID 504577; S. cerevisiae, pHLuorin cytosolic pH fluorescence; in the data active means response mostly above about 7.3%, no sharp cut-off; inactive means mostly below about 5.4%; further: actives read high; inactives centre near 0; some compounds called inactive have numbers as strong as hits; reference of the scale not given here
Wnt bcat act: activates Wnt/beta-catenin signaling in a reporter cell assay; activator, plate reader; activation, % at 9.35 µM; actives 1.2% (n = 300,000); AID 743398; in the data active means activation above about 30%, passing the limit was not always enough; inconclusive means no clear call, values can overlap the other calls;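 further: 0% = neutral control wells and 100% = positive control wells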
C-LANA FP: KSHV C-LANA DNA binding inhibition | AID 504423 | inhibition, % at 9 µM | actives 0.078% (n = 340,000) | MBP-C-LANA/FAM-LBS DNA binding, fluorescence polarization;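 active means highest replicate inhibition at or above 60% at 9 µM, even if other replicates fall short; inactive means all replicates below 60% inhibition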;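 further: 0% = neutral control wells and 100% = 4 µM acridine orange control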
OPRM1-OPRD1 ag: agonists of human mu-delta opioid receptor heterodimerization. cells, OPRM1-OPRD1 heterodimerization, luminescence. activation, % at 9.3 µM. actives 0.3% (n = 340,000). AID 504326; in the data active means activation above about 18%;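 further: 0% = vehicle-treated cells and 100% = reference agonist; values of inactives mirror those of a sister screen read the other way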
OPRM1-OPRD1 inv: inverse agonists of human mu-delta opioid receptor heterodimerization | actives 0.21% (n = 340,000) | inhibition, % at 9.3 µM | cell-based MOR-DOR heterodimer luminescence, inverse agonism | P35372+P41143; in the data active means inhibition above about 22%, passing the limit was not always enough;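 further: 0% = cells with DMSO and 100% = wells without cells with DMSO; values of inactives mirror those of a sister screen read the other way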
Arr AP2 block: human beta-arrestin and AP2 interaction inhibition; FITC-arrestin peptide / GST-AP2 beads, flow cytometry; AP2 beta2 appendage carries R879A mutation; inhibition, % at 10 µM; actives 0.31% (n = 340,000);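 active means inhibition above a set limit, near 3 SD of compounds lacking own fluorescence, cut at about 54% in these data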;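 further: plate controls were DMSO wells for no effect and 5 µM unlabelled arrestin peptide for full effect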
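Measured by: flow cytometry, FL1 (488/535 nm); Material: AP2 appendage R879A on GSH beads; Evaluation: percent response; Timing: pre-incubation 12 min, peptide binding 1 h, room temperature; Also added: 50 nM FITC-arrestin peptide; Medium: PBS with 0.05% Tween 20 and 0.1% BSA.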
Pemphigus Ab inh: human desmoglein-3 autoantibody binding inhibition | DSG3-coupled beads, scFv-anti-DSG3-GFP binding, flow cytometry; stronger effect = lower value | actives 0.48% (n = 310,000) | AID 588358 | P32926 | binding (percent of control), % at 10 µM;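 active means binding more than 3 SD below its plate's average and above zero; inconclusive means below that plate limit but binding exactly zero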;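 further: hits lower antibody fragment binding to DSG3; some compounds called inactive have numbers as strong as hits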
The depositor's hits bear a star; ? = inconclusive; . = not tested or not shown; & = joins results of further samples.

SMILES	Keap1 Nrf2 FP	Cardiac RTF inh	cardiac RTF act	V-ATPase pHluor	Wnt bcat act	C-LANA FP	OPRM1-OPRD1 ag	OPRM1-OPRD1 inv	Arr AP2 block	Pemphigus Ab inh
CC(C)c1ccc(NC(=O)CSC(C)c2nc3ccccc3c(=O)[nH]2)cc1 (centres undefined)	0	0	2	0	-1	-1.9	-2.9	16	-6	115
CN(C)C(CNC(=O)C1CCN(C(=O)/C=C/c2ccccc2)CC1)c1ccccc1 (centres undefined)	-7	-7	3	-2	14	-1.0	20*	-165	0	128
O=C(c1ccc(S(=O)(=O)Nc2ccccc2)cc1)N1CCOCC1	2	-2	-1	3	-1	0.1	-1.6	7	0	.
CCOC(=O)C1=C(c2ccccc2)NC(=O)NC1c1cc(OCC)c(O)c([N+](=O)[O-])c1 (centres undefined)	-4	9	-1	-2	1	2.0	-2.0	11	0	118
CC(C)C(NS(=O)(=O)c1ccccc1)C(=O)N1CCCCCC1 (centres undefined)	5	-3	1	0	0	-1.1	-1.7	9	0	106
O=C(CCS(=O)(=O)Cc1ccccc1)Nc1nc2c(s1)CCCC2	-4	-5	2	-2	.	-1.1	-3.4	15	2	124
CC(=O)N(O)CCCCCNC(=O)CCC(=O)N(O)CCCCCNC(=O)CCC(=O)N(O)CCCCCN	-4&-2	-3&12	4&2	0&-2	-1&2	1.7&-8.2	-3.1&-1.9	15&10	-1&31	99&96
c1ccc2c(c1)cnc1ccccc12	-2	-1	-3	-3&1	3&0	1.9	-1.9	9	-15&-3	104&101
O=C(OCC(=O)N1CCN(C(=O)c2ccco2)CC1)c1ccccc1OCc1ccc(Cl)cc1	-1	-6	2	-2	.	-0.9	-2.0	10	3	99
O=C(O)c1cc2ccc3ccccc3c2[nH]1	-6	-1	-2	-1	-2	1.7	2.0	-13	-5	94
O=C(CN1C(=O)NC2(CCCc3ccccc32)C1=O)NCc1cccs1 (centres undefined)	1	-3	-5	1	0	1.5	-3.5	15	19	80
CC(=O)c1ccccc1C(=O)N1CCC(n2nccc2NC(=O)C2CC2)CC1	-8	-2	1	4	-2	-1.9	-1.8	10	5	118
O=C(NCc1ccccc1Cl)C1CCN(c2cnccn2)CC1	3	1	2	2	-1	-0.5	-1.8	9	-37	94
C[C@@H]1CN([C@H](C)CO)C(=O)Cc2cc(NC(=O)Cn3cnnn3)ccc2O[C@@H]1CN(C)Cc1ccc(Cl)c(Cl)c1	-10	-4	-1	-3	-4	-1.4	-1.1	6	3	105
c1ccc2c(-c3cc(C4CCNCC4)[nH]n3)cccc2c1	-1	-1	1	-1	2	-1.9	2.9	-15	-4	108
C=CCn1c(C2CC2)n[nH]c1=S	2	9	4	-2	5	-1.1	-2.2	12	33	98
O=C1CSc2ccc(S(=O)(=O)NCc3ccc(Cl)cc3)cc2N1	1	-1	7	-1	0	-0.9	-2.1	10	-7	105
Cc1ccc(C2(C)NC(=O)N(CC(=O)c3ccc4c(c3)OCCO4)C2=O)cc1 (centres undefined)	-2	3	-5	-2	-1	-0.8	-3.5	18	5	99
CCOc1cccc(/C=N/NC(=O)CC2C(=O)NN=C2C)c1O (centres undefined)	0	-5	2	2	-3	-0.7	-0.2	1	-5	84
CC(C)C[C@H](NC(=O)N1CC(=O)Nc2ccccc21)C(=O)N[C@@H](Cc1c[nH]c2ccccc12)C(=O)O	-2	5	0	-3	-1	1.0	-3.1	16	32	102
COc1ccc(NC(=O)c2cc(S(=O)(=O)N3CCOCC3)ccc2C)cc1S(=O)(=O)N1CCCCC1	-2	-10	0	3	-2	-0.5	-1.4	6	-1	.
Cc1ccc(Cn2ccc(C3CC3)n2)cc1	-1	2	-2	-1	7	-1.1	-0.6	3	2	113
Cn1cc(C(=O)c2ccc(Cl)cc2Cl)cc1C(=O)N/N=C(\N)COc1cccc(C(F)(F)F)c1	-7	0	1	2	.	-0.2	3.4	-19	0	107
CCCOc1ccccc1-c1nc(SCCC(=O)O)n[nH]1	-2	-4	3	1	.	-1.8	-1.7	9	10	.
Cc1cccc(NC(=O)c2ccc(OCC(=O)NCc3ccccc3)cc2)c1C	-5	6	1	-2	.	0.8	-2.6	14	7	100
CCCSc1ncc(Cl)c(C(=O)Nc2ccc(S(=O)(=O)N3CC(C)OC(C)C3)cc2)n1 (centres undefined)	2	-5	-6	-1	.	-0.8	1.1	-6	7	99
Cc1nnsc1C(=O)N1CCCC(N2CCN(c3cccc(C(F)(F)F)c3)CC2)C1 (centres undefined)	1	-2	-3	-2	-2	-0.5	-0.3	2	-11	106
CCc1ccc(NC(=O)Cn2nc(C)c([N+](=O)[O-])c2C)cc1	0	-7	2	-1	-1	-1.3	0.3	-2	1	107
COc1ccccc1-c1cc(C(=O)N/N=C/c2ccoc2)c2ccccc2n1	-4	-16	14	0	-1	0.6	1.2	-7	10	.
Cc1ccnc2nc(C(=O)OCC(=O)c3ccccc3)nn12	-6	9	2	1	-3	0.3	-1.6	8	-6	122
COc1cc2cc(CN(CCCO)S(=O)(=O)c3ccccc3)c(=O)[nH]c2cc1OC	0	2	1	0	.	-0.9	-0.4	2	-7	98
CCC1(CC)C(=O)C2=C3C1[C@H](C(=O)OC)CC(C(=O)OC)C[C@H]3[C@H]1C(=O)N(c3ccccc3)C(=O)[C@H]1[C@H]2C (some centres undefined)	-4	-7	-7	-5	-1	0.1	-0.4	2	4	102
N#CCCN(C(=S)NC(=O)c1cccs1)c1ccccc1F	-4	-5	0	5	3	0.1	-2.1	10	9	100
CN(C)S(=O)(=O)N1CCN(Cc2ccccc2)CC1	1	-5	0	1	.	0.1	-1.0	5	3	108
NC(=O)C1(N2CCCCC2)CCN(Cc2nc3ccccc3c(=O)[nH]2)CC1	-1	-5	-1	7	.	-0.8	0.8	-5	7	79
O=C(CNC(=O)c1ccccc1F)NCCc1ccccc1F	-3	-10	1	5	1	-1.1	0.1	0	4	112
C=C1CCN(C(C)C(=O)OC)S(=O)(=O)c2ccccc21 (centres undefined)	-3	-17	2	4	0	-0.8	-2.3	13	1	95
CSc1nccc(Oc2ccccc2Cl)n1	.	.	.	2	-2	.	.	.	-12	97
CCCCc1ccc(-c2ccc(Br)cc2O)nc1	?	-5	1	2	.	-0.9	-0.4	2	11	104
Cc1nc(CC(=O)NNS(=O)(=O)c2cccc(Cl)c2Cl)cs1	3	-1	-3	-3	1	-2.2	-1.4	7	38	118
Cc1ccc(S(=O)(=O)C(F)(F)F)cc1NC(=O)c1cccnc1	-5	-3	-2	4	-6	0.3	0.1	0	-4	.
Cc1cc(C)n2c(Br)c(CN3CCCC(C)C3)nc2n1 (centres undefined)	-4	-10	4	-2	0	-0.2	-2.9	14	2	.
CC(O)COc1ccc(/C(=N/O)c2ccccc2)cc1 (centres undefined)	3	9	3	-4	13	-0.2	-2.4	14	24	102
CCCCNC(=O)N1CCCC(N(C)CCc2ccc(OC)c(OC)c2)C1 (centres undefined)	-1	-11	3	1	0	-0.6	2.3	-13	30	114
CCCn1c(N)c(C(=O)CSc2nc(C3CC3)n(-c3ccccc3)n2)c(=O)[nH]c1=O	0	-3	0	1	0	0.9	-4.3	17	-7	103
CCCCCN(C(=O)CCC(=O)OCc1ccc(C(C)C)cc1)c1c(N)n(CCCC)c(=O)[nH]c1=O	.	2	-9	3	-5	.	-1.4	7	-3	102
CCOC(=O)c1nnn(-c2ccc([N+](=O)[O-])cc2[N+](=O)[O-])c1C	-4	1	0	-3	4	1.5	5.6	-29	-8	107
COc1ccc(NC(=O)CO/N=C2\CCCc3nonc32)cc1	3	-3	0	3	.	-1.2	0.0	0	10	101
C=CCOC(=O)C1=C[C@H](C2CCCCC2)C[C@H](OCc2ccc(CO)cc2)O1	-2	-5	-6	0	-1	1.1	-0.1	1	36	97
CCOc1ccc(N(CC(=O)NCC2CCCO2)C(=O)CCC(=O)Nc2nccs2)cc1 (centres undefined)	-9	-7	-2	-2	-13	1.1	-5.7	27	-1	111
Continued.
SMILES	Keap1 Nrf2 FP	Cardiac RTF inh	cardiac RTF act	V-ATPase pHluor	Wnt bcat act	C-LANA FP	OPRM1-OPRD1 ag	OPRM1-OPRD1 inv	Arr AP2 block	Pemphigus Ab inh
COC(=O)CC1=C(C(=O)OC)C(c2ccc3c(c2)OCO3)C(C#N)=C(N)O1 (centres undefined)	-2	-1	-2	2	-1	0.4	-2.1	11	-13	102
CNC(=O)[C@H]1O[C@@H](n2cnc3c(NCc4cccc(I)c4)nc(Cl)nc32)[C@H](O)[C@@H]1O	-3	2	2	-3	-3	-4.7	0.8	-4	1	127
COc1ccc(N=Nc2cc(OC)c(N)cc2OC)cc1	1	0	-3	-2	2	-0.7	-0.9	5	12	90
COc1ccc(-c2oc3cc(O)c(OC)c(O)c3c(=O)c2OC)cc1	-2	-4	3	-1	3	0.0	-3.7	18	-10	.
CCOc1ccc(NC(=O)CCS(=O)(=O)c2ccc(Br)cc2)cc1	0	-7	0	2	0	7.3	-0.5	2	-6	107
NC(=O)CCn1c(C(=O)c2ccc(Cl)cc2)c2ccccc2[n+]1[O-]	2	-17	-5	4	0	-2.2	-0.9	5	4	104
COc1ccc(C)cc1Nc1n[n+](C)c(-c2c3ccccc3cc3ccccc23)s1	-4	-6	-1	-4	3	-0.3	2.6	-15	.	102
CN(C)c1ccc(/C=C/C(=O)c2cc(Cl)ccc2O)cc1	0	-20	19	-1	7	-0.3	-2.4	12	33	99
CCSCCc1nnc(NC(=O)Nc2cccc(C(F)(F)F)c2)s1	-3	-17	-2	4	-9	-1.2	4.7	-34	1	106
O=S(=O)(/N=C(/NNS(=O)(=O)c1ccccc1)c1ccccc1)c1ccccc1	-7	-4	1	-2	-1	1.3	-1.4	7	-1	100
CCN(CC)CCCN(Cc1cc2cc3c(cc2[nH]c1=O)OCO3)C(=S)Nc1ccccc1OC	1	-3	5	-2	-5	-1.3	-1.7	9	44	99
O=C(/C=C/c1ccccc1)CC(O)(c1ccccc1)C(F)(F)C(F)F (centres undefined)	-2	-6	-2	-4	-11	-1.3	11	-63	-1	100
CC(NC(=O)COC(=O)C1=NN(c2ccccc2)C(=O)CC1)c1ccccc1 (centres undefined)	1	5	-1	2	-1	1.3	-1.3	8	23	96
COc1ccccc1NS(=O)(=O)c1cccc(NC(=O)NCCCl)c1	-1	-2	-3	-1	0	-0.8	-1.9	10	10	107
CCSc1nnc(Nc2ccc(C)cc2)s1	0	-1	-4	-8	.	-0.6	-0.3	1	22	99
COc1cccc(-c2sc3ccc(OC)cc3c2-c2ccc(OCCN3CCCC3)cc2)c1	-2	-4	-4	3	.	2.1	5.2	-25	-1	108
CC(C)(C)SCCNC(=O)c1ccc(NS(C)(=O)=O)cc1	0	-8	4	2	7	0.3	-2.7	13	-5	.
CCC(C)OC(=O)C1=C(C)NC(=O)NC1c1ccc(F)cc1 (centres undefined)	-2	-8	-5	-2	0	1.6	0.3	-2	9	107
COc1ccc(/C=C/C(=O)NCCN=C2NS(=O)(=O)c3ccccc32)cc1	3	0	-5	0	1	-0.3	-2.4	12	-12	81
